Compound activity: PubChem BioAssay, several laboratories
MEX-5 binding: C. elegans MEX-5 TCR-2 RNA binding activity; AID 1832; Q9XUB2; 0.38% of 300,000 active; activity score (negative = inhibition of binding), % at 10 µM; MEX-5/FITC-TCR2 RNA binding, fluorescence polarization; active compounds read low;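 active = inhibition past about -25% in most replicates, and total fluorescence under double the plate's negative control median, limit read from the data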;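 also: 0% = DMSO and -100% = 5 µM competing unlabeled TCR2 RNA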
Target sequence (Q9XUB2 whole entry, looked up): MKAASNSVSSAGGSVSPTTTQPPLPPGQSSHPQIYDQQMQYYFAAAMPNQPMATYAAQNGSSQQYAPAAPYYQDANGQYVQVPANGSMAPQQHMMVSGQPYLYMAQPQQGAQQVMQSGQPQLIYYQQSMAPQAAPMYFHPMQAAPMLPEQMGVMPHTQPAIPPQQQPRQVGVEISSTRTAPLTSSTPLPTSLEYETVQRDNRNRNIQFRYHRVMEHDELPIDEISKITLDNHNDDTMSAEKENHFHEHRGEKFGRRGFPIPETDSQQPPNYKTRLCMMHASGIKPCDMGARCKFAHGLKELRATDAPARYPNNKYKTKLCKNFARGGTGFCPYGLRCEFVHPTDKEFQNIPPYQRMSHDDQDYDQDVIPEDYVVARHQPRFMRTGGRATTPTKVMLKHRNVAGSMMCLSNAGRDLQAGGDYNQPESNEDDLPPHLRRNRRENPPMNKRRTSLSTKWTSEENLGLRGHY
GSTO1 counter: GSTO1 inhibition, counter-screen for RBBP9 inhibitors | recombinant GSTO1, activity-based probe fluorescence polarization | inhibition, % at 5.96 µM | 1.1% of 300,000 active | AID 1974;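 active = inhibition above the campaign mean inhibition plus 3 SD, cut at about 35% in these data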;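 also: 0% = GSTO1-1 with DMSO and 100% = wells lacking GSTO1-1 enzyme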
PAD4 FP inh: blocks human protein arginine deiminase 4 | inhibition, % at 6.36 µM | AID 485272 | Q9UM07 | 0.41% of 330,000 active | recombinant PAD4, RCA probe fluorescence polarization;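 active = percent inhibition above a cutoff equal to the mean of all tested compounds plus 3 SD, cut at about 15% in these data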;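 also: 0% = PAD4 with RCA probe and DMSO and 100% = probe without PAD4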
Fam108B inh: blocks mouse Fam108B hydrolase in RBBP9 counter-screen. recombinant Fam108B, FP-Rh probe fluorescence polarization. inhibition, % at 9.51 µM. 0.33% of 300,000 active;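 active = inhibition above the screen mean inhibition plus 3 SD, computed separately per campaign, cut at about 18% in these data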;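 also: inhibitors lower polarization as less probe binds the enzyme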
GLD-1 RNA inh: GLD-1-TGE RNA interaction inhibition (C. elegans) | 0.44% of 320,000 active | AID 2280 | Q17339 | inhibition, % at 5.96 µM | purified GLD-1 + fluorescein TGE RNA, fluorescence polarization;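 active = percent inhibition above a per-plate cutoff, the plate mean of test compounds plus 3 SD, cut at about 30% in these data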;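 also: 0% = DMSO wells with GLD-1 and probe and 100% = wells lacking GLD-1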
Target sequence (Q17339 whole entry, looked up): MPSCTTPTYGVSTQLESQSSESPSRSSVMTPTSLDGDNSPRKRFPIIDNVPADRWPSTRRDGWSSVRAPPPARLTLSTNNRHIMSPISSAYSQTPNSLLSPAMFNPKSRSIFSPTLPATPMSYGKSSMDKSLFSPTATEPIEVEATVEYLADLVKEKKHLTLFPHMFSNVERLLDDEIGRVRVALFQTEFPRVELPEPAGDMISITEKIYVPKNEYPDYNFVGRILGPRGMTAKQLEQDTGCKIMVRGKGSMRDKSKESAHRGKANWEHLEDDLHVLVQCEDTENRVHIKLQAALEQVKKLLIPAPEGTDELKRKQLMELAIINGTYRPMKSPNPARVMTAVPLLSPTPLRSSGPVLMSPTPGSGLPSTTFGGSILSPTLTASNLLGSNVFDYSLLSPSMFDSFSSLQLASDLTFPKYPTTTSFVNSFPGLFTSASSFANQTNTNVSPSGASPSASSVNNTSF
PME-1 inh: PME-1 (human) inhibition | recombinant PME-1, FP-Rh probe fluorescence polarization | inhibition, % at 5.9 µM | 0.53% of 320,000 active | AID 2130;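 active = inhibition above the campaign mean of all compounds plus 3 SD, cut at about 26% in these data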;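 also: competitive labeling of PME-1 active site by serine hydrolase directed probe; 0% = PME-1 with DMSO and 100% = wells lacking PME-1 enzyme; inhibitors block probe labeling so polarization falls and inhibition rises; many of its hits are not listed in these tables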
TPT1 inhibitor: C. albicans TPT1 enzyme inhibition; recombinant caTPT1, FP RNA substrate dephosphorylation; inhibition, % at 5 µM; 0.81% of 300,000 active;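 active = inhibition above the mean of all tested compounds plus 3 SD, set per screening campaign, cut at about 24% in these data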;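 also: plate controls were DMSO alone for no effect and ferristatin control at 100 nM for full effect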
MCL1-BIM inh: MCL1-BIM-BH3 interaction inhibition (human). Q07820. GST-MCL1 / FITC-Bim-BH3 fluorescence polarization. inhibition, % at 10.9 µM. 0.68% of 320,000 active;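 active = inhibition above the mean inhibition of all tested compounds plus 3 SD, set per campaign, cut at about 40% in these data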;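 also: 0% = DMSO wells and 100% = unlabeled Bim-BH3 peptide control; higher means more loss of mP so more displacement of Bim peptide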
BCLXL inh: inhibitors of human Bcl-xL | Q07817 | GST-Bcl-xL / FITC-Bim BH3 peptide fluorescence polarization | inhibition, % at 10.9 µM | 0.7% of 320,000 active;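 active = inhibition above the mean of all tested compounds plus 3 SD, cutoff set per campaign, cut at about 30% in these data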;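 also: 0% = DMSO wells and 100% = unlabeled Bim-BH3 peptide competitor; inhibitors lower millipolarization by displacing the labeled peptide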
* = called active by the depositor; . = no result given. Not all compounds are listed, so the mix of outcomes need not match the whole.

SMILES	MEX-5 binding	GSTO1 counter	PAD4 FP inh	Fam108B inh	GLD-1 RNA inh	PME-1 inh	TPT1 inhibitor	MCL1-BIM inh	BCLXL inh
CCn1ccnc1C(O)c1cccc(OC)c1OC (stereo not drawn)	0.2	-2	1	2	1	5	-5	5	-2
CC(=O)N1CCN(c2ccc([N+](=O)[O-])cc2C#N)CC1	1.7	4	3	-1	4	-3	1	4	0
N/C(=N\OS(=O)(=O)c1ccc(Cl)cc1)c1ccncc1	-0.8	1	-1	0	0	-9	1	-27	-11
CCn1ccnc1CN1CCCCC1C(=O)Nc1ccc(Oc2cccnc2)cc1 (stereo not drawn)	3.5	3	4	2	8	6	0	5	2
CCC1Oc2ccc(C)cc2N(CC(=O)N(Cc2cccnc2)Cc2cccc(F)c2)C1=O (stereo not drawn)	0.0	0	2	6	12	-3	2	4	8
CCCn1c(=N)n(CC(O)c2ccco2)c2ccccc21 (stereo not drawn)	0.0	-1	-3	0	2	-5	-6	6	10
CCOc1ccc(Cl)cc1S(=O)(=O)N1CCC(C(=O)N2CCCC2)CC1	-0.4	-1	3	0	2	1	1	3	3
CCn1cc(S(=O)(=O)c2ccc(C)cc2)[nH]c1=O	-0.9	6	-4	6	-2	3	-2	-1	0
COc1ccc(/C(C)=N/NC(=O)c2ccncc2)cc1	1.6	1	-4	-4	0	-5	0	-13	-11
O=C(NCC1CCCCC1)c1cccc(S(=O)(=O)NCc2cccnc2)c1	1.5	3	-1	-8	8	3	-1	-1	3
Oc1c(/C=C/C=C/C=Nc2ccccc2)sc(=S)n1Cc1ccccc1	0.8	-51	-41	-14	2	-27	43*	-2	5
COCCCNC(=O)c1ccc2c(c1)ncn2-c1ccccc1OC	-1.6	-2	-4	4	5	-2	2	0	-4
CNC(=O)CC1C(=O)N(C)C(=S)N1NC(=O)c1ccc(Cl)cc1 (stereo not drawn)	-0.8	10	-1	-8	5	2	0	-2	-2
CCOC(=O)C(=CNc1nc(-c2ccc3ccccc3c2)cs1)C(=O)OCC	0.8	-3	-3	-8	-2	-17	0	-1	1
COc1ccc(-n2nnnc2/C=C\Nc2ccccc2C(=O)c2ccccc2)cc1	-0.5	-12	-8	-6	-2	-7	1	4	0
Cc1ccc(C)c(OCC(=O)Nc2ccccc2N2CCCC2)c1	0.5	4	-3	5	2	-1	4	-2	1
Cc1ccc(N/C(N)=N/c2nc(C)cc(C)n2)cc1	0.9	1	-3	0	-2	7	-1	5	-1
O=C(NCCc1ccc(Cl)cc1)c1ccc(CS(=O)Cc2ccc(Cl)cc2)o1 (stereo not drawn)	-0.7	0	2	-2	4	0	-1	-1	0
Cn1c(=O)c2c(ncn2CC(=O)N2CCN(c3ccccc3)CC2)n(C)c1=O	1.8	-5	-3	9	1	-5	2	-1	0
COc1ccc(NC(=O)COC(=O)CCc2cc(OC)c(OC)c(OC)c2)c([N+](=O)[O-])c1	3.1	12	3	3	9	-2	1	6	5
CSCCC(C(=O)N1CC2(C)CC1CC(C)(C)C2)N1C(=O)c2ccccc2C1=O (stereo not drawn)	0.2	1	-1	2	-2	2	-6	5	6
CCC(C)C(NC(=O)C1CCC(=O)N1C(=O)OCc1ccccc1)C(=O)NC(Cc1ccccc1)C(N)=O (stereo not drawn)	0.9	5	-1	1	7	4	-1	0	0
O=[N+]([O-])c1cccc(OCC(O)CN2CCN(S(=O)(=O)c3cc(Cl)ccc3Cl)CC2)c1 (stereo not drawn)	2.1	3	4	-4	5	-2	-1	4	4
CCN1CCN(c2oc(-c3ccco3)nc2C#N)CC1	2.6	-6	-13	-1	5	-5	0	1	6
CC(=O)c1ccc(C(=O)N2CCCC(CNC(=O)c3ccccc3Cl)C2)cc1 (stereo not drawn)	2.7	-5	-7	3	1	-4	-1	0	-2
New compounds follow:
SMILES	MEX-5 binding	GSTO1 counter	PAD4 FP inh	Fam108B inh	GLD-1 RNA inh	PME-1 inh	TPT1 inhibitor	MCL1-BIM inh	BCLXL inh
COc1ccc(CCN2C(=O)CS/C2=N/NC(=O)c2ccccc2F)cc1OC	-0.5	5	0	8	9	-6	2	1	4
Cc1cccc(C)c1NC(=O)CNC(=O)c1ccc(S(=O)(=O)NCc2ccco2)cc1	.	.	1	.	2	14	.	5	5
CCOC(=O)CSC1=C(C#N)C(c2ccc(C)o2)CC(=O)N1 (stereo not drawn)	-2.9	-1	-6	3	-2	4	-4	3	1
COc1cccc(CNC(=O)CCC2CCCN(c3cc(C)nc(N(C)C)n3)C2)c1 (stereo not drawn)	-2.6	3	-4	0	8	-9	-1	7	2
CC(Sc1nc2cc([N+](=O)[O-])ccc2n1-c1ccc(F)cc1)C(=O)NCc1ccc2c(c1)OCO2 (stereo not drawn)	0.6	5	1	5	2	7	-2	-4	0
COc1ccc(C(=O)OCCc2sc[n+](CC(=O)c3ccccc3)c2C)cc1	-1.1	-7	-3	-3	-2	1	1	2	0
Cc1ccc(-c2onc(C)c2C)cc1S(=O)(=O)N1CCOc2ccccc21	0.5	-3	-2	-2	5	-3	0	1	1
O=C(CC(=O)N/N=C/c1c(F)cccc1Cl)NCc1ccccc1	-0.2	5	-5	5	1	-2	-4	8	2
CC(C)CC(=O)NC(=S)Nc1ccccc1F	1.0	5	4	3	-2	1	-2	5	0
CCOC(=O)/C(N=Nc1ccc(Cl)cc1)=C(/O)c1ccc([N+](=O)[O-])cc1	-4.1	5	0	0	3	3	-5	5	6
Nc1cc(-c2ccc(Cl)cc2)nn1S(=O)(=O)c1cccc2nsnc12	0.2	-5	-3	0	-3	4	2	-8	-2
CCOC(=O)C(O)(CC(=O)Nc1cc(F)ccc1C)C(F)(F)F (stereo not drawn)	-2.2	-3	1	3	-8	-3	1	-9	5
CCn1c(C)cc(O)c(C(=O)Nc2cccc(Cl)c2)c1=O	-0.2	8	-1	-3	-9	3	-2	6	-3
CN(C)c1ccc(N2[C@@H](CC(=O)O)c3cc(C(F)(F)F)ccc3S2(=O)=O)cc1	4.8	10	-2	4	2	-3	-5	22	6
Cc1cc(C)cc(NC(=O)CCC(=O)Nc2cc(C)on2)c1	-1.0	-4	-2	1	2	0	0	-1	3
O=C(Nc1ccc(Cl)cc1)c1cc2nc(C3CC3)cc(C(F)(F)F)n2n1	2.8	-1	2	-1	3	-6	0	-6	2
CCOc1ccc(/C(O)=C2\C(=O)C(=O)N(CCN(C)C)C2c2cccc(OC)c2OC)cc1Cl (stereo not drawn)	-0.7	-4	-3	-3	-2	1	-1	6	4
Cc1[nH]oc(=O)c1N=Nc1ccc2[nH]c(=O)[nH]c2c1	-0.7	-34	-2	2	3	10	3	-1	6
CN(Cc1cn(-c2ccccc2)nc1-c1ccc2c(c1)OCO2)Cc1nccn1C	-0.7	2	-4	0	0	-1	1	10	12
CCO[C@@H]1OC(C(=O)NCc2nc3ccccc3[nH]2)=C[C@H](c2ccc(C(F)(F)F)cc2)[C@H]1CCCO	1.3	5	0	-3	1	-9	-1	-2	0
CCN(C(=O)CSc1ncccc1C(=O)Oc1cccc([N+](=O)[O-])c1)c1cccc(C)c1	2.0	-1	7	0	1	-11	0	14	0
Cc1ccc(NC(=O)CSCC(=O)Nc2cc(Cl)ccc2N2CCN(C)CC2)cc1	0.5	4	-3	-3	1	5	-1	-10	-2
O=C1CCCC/C1=N\Nc1ccc(C2CCCCC2)cc1	-0.7	0	-3	3	2	0	-1	1	-2
Cc1ccc(OCC(=O)NNC(=O)CSc2nnc(-c3ccc(C)cc3)n2C)cc1	2.4	1	-5	3	-1	-3	1	1	2
O=C(/C=C/c1cccs1)N1CCN(Cc2ccc3c(c2)OCO3)CC1	1.1	2	1	-1	11	2	0	11	8
The list continues:
SMILES	MEX-5 binding	GSTO1 counter	PAD4 FP inh	Fam108B inh	GLD-1 RNA inh	PME-1 inh	TPT1 inhibitor	MCL1-BIM inh	BCLXL inh
C[C@H]1COc2c(C3(N)CC3)c(F)cc3c(=O)c(C(=O)O)cn1c23	-0.1	5	1	-2	-1	0	-5	-5	-3
C[C@@H]1NC(=O)[C@@]2(C)[C@@H](c3ccccc3)[C@H]3COc4ccc(Cl)cc4[C@@H]3N2C1=O	.	.	0	.	-8	0	.	-1	2
O=c1c(O[C@H]2O[C@@H](CO)[C@H](O)[C@@H](O)[C@@H]2O)c(-c2ccc(O)cc2)oc2cc(O)cc(O)c12	.	.	0	.	0	5	.	3	3
O=C(CSc1nnc(-c2ccco2)o1)Nc1ccccc1Cl	-2.3	-6	0	3	-6	1	-4	4	3
CCCCCCCCCCn1c2c(c(=N)c3c1CCC3)CCC2	1.5	0	1	2	2	6	0	2	4
Cc1ccc(C(=O)COC(=O)CNC(=O)c2cccs2)cc1	2.4	5	4	3	4	-2	-1	2	10
N#CC(C(=O)C12CC3CC(CC(C3)C1)C2)c1nc2ccccc2[nH]1 (stereo not drawn)	0.1	-22	-2	6	-4	10	4	1	-2
CCCS(=O)(=O)N1CCC(C(=O)NCc2ccc3c(c2)OCO3)CC1	2.2	23	2	-3	3	-10	0	13	2
CS(=O)(=O)N1CCC(C(=O)NCc2ccc(Cl)cc2)CC1	1.3	16	2	13	-2	-2	-3	16	5
CCC(C)NC(=S)Nc1ccc(F)cc1 (stereo not drawn)	-0.3	10	0	0	-3	1	0	5	7
COc1nc(Nc2ccc([N+](=O)[O-])cc2)nc(NC2CCCCC2)n1	-0.1	3	-1	-10	-4	0	0	5	3
CCOC(=O)C1CCN(C(=O)COC(=O)c2nn(C)c(=O)c3ccccc23)CC1	1.6	-4	0	4	2	-4	-2	-8	-12
O=C(CSCc1ccc(Br)cc1)Nc1ccccc1C(=O)N1CCOCC1	2.8	6	1	0	1	5	-2	9	5
Cc1ccc(C(=O)N2C(=S)C(c3ccc(F)cc3)=NC23CCN(C)CC3)cc1	0.0	1	6	2	5	-2	4	5	4
Clc1ccc(-c2csc(N/N=C/c3ccc4c(c3)OCO4)n2)cc1	-1.6	1	-1	2	0	8	-2	8	2
O=S(=O)(Nc1ccncc1)c1ccc(Cl)cc1	1.9	4	-2	3	9	0	3	2	1
CN1C(=S)SC(C)(NO)C1(C)C (stereo not drawn)	-0.8	-6	-5	-4	3	2	-4	8	2
CCc1nc(SCC(=O)N2CCC(C)CC2)c2c(=O)n(C)c(=O)n(C)c2n1	0.6	6	1	-3	5	-1	0	-5	-3
COc1cc2[nH]c(=O)n(Cc3ccccc3Cl)c(=O)c2cc1OC	-0.2	3	2	-4	4	-16	5	5	-1
CSCCC(NC(=O)c1ccco1)C(=O)OCC(=O)Nc1sccc1C#N (stereo not drawn)	-1.8	3	-2	0	-2	1	1	10	9
CC1(C)NC(=O)N(CC(O)COc2ccccc2[N+](=O)[O-])C1=O (stereo not drawn)	-0.2	-8	-2	-3	2	-1	-5	-2	0
CCCCC[C@H](O)/C=C/[C@@H]1[C@@H](C/C=C\CCCC(=O)O)[C@H]2CO[C@@H]1C2	-0.8	0	-6	2	9	-13	0	3	0
Cc1cc(C)n2nc(C(=O)N3CCOCC3)nc2n1	-0.7	8	-6	2	-7	0	2	-6	-2

Reformatted: entries from further up.
The line under a structure holds: MEX-5 binding	GSTO1 counter	PAD4 FP inh	Fam108B inh	GLD-1 RNA inh	PME-1 inh	TPT1 inhibitor	MCL1-BIM inh	BCLXL inh
Cc1cc(C)cc(NC(=O)CCC(=O)Nc2cc(C)on2)c1
    -1.0	-4	-2	1	2	0	0	-1	3
O=C(Nc1ccc(Cl)cc1)c1cc2nc(C3CC3)cc(C(F)(F)F)n2n1
    2.8	-1	2	-1	3	-6	0	-6	2
CCOc1ccc(/C(O)=C2\C(=O)C(=O)N(CCN(C)C)C2c2cccc(OC)c2OC)cc1Cl (stereo not drawn)
    -0.7	-4	-3	-3	-2	1	-1	6	4
